Scp1 inh = inhibitors of human Scp-1 phosphatase; 340,000 tested, 0.88% active; AID 493091; Q9GZU7; inhibition, % at 20 µM; Recombinant Scp1, phosphopeptide, malachite green phosphate absorbance;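 active means inhibition above about 50% at 20 µM, limit read from the data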;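 further: plate controls were DMSO wells with enzyme for no effect and wells lacking enzyme for full effect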
Target sequence (Q9GZU7 76-261 limits assumed): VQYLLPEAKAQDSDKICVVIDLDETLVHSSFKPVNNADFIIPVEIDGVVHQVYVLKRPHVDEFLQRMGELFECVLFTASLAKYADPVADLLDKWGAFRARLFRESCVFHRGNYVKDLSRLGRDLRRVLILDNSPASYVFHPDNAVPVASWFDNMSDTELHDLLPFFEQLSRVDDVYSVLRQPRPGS
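Test system: SCP-1 phosphatase catalytic domain, residues 76-261 | Compound dosing: One concentration, 20 µM, with 1.0% DMSO | Schedule: 45 min room-temperature reaction, 5 min colour, 30 min stabiliser | Detection: Absorbance at 630 nm | Read-out basis: % inhibition of SCP-1 phosphate liberation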
Tb MetRS inh = blocks T. brucei methionyl-tRNA synthetase activity; AID 624268; 360,000 tested, 0.4% active; purified T. brucei MetRS, ATP depletion, Kinase-Glo luminescence; inhibition, % at 11.9 µM;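 active means inhibition above a per-plate cutoff of the control wells' mean inhibition plus 3 SD, cut at about 5.5% in these data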;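 further: 0% = DMSO wells median and 100% = median of wells with control inhibitor compound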
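technique = Kinase-Glo luminescence, ATP depletion format | system = purified MetRS (methionyl-tRNA synthetase) enzyme from Trypanosoma brucei | timing = 15 min preincubation, 2 h reaction, all 25 °C | evaluation = percent inhibition versus plate control medians | dosing = single dose, 11.9 µM final nominal, 0.9% final DMSO | also added = substrates ATP, L-methionine and bulk Escherichia coli tRNA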
Rpn11 block = blocks the human proteasome subunit Rpn11 | O00487 | human 26S proteasome, Ub4-pepOG fluorescence polarization; 20S core pre-blocked with epoxomicin | calls only at 20 µM | 360,000 tested, 0.59% active | AID 588493;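 active means inhibition at 20 µM, scaled to each plate's controls, above about 33%, limit read from the data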
CSN deneddyl inh = inhibitors of human CSN-mediated cullin deneddylation; Q92905; Purified CSN, SCF-Nedd8-OG deneddylation, fluorescence polarization; inhibition, % at 12.5 µM; 360,000 tested, 0.38% active;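 active means pattern-corrected inhibition above about 35%, with an unprinted fluorescence ratio check between 0.5 and 1.5, limit read from the data, passing the limit was not always enough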;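 further: 0% = enzyme with substrate and 100% = substrate without enzyme; some results filed as inactive read as strong as hits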
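Assay system: Purified human Csn5 enzyme expressed in HEK293T cells | Amount: Enzyme 0.24 nM | Measured by: Fluorescence polarization readout | Medium: Tris/NaCl/DTT buffer, pH 7.5 | Compound dosing: One concentration, 12.5 µM, 0.25% DMSO | Times: 90 min incubation of compound, enzyme and substrate at room temperature | Control set: no-enzyme wells high, enzyme-with-substrate wells low | Read-out: % inhibition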
PABP1 MLLE inh = blocks PAM2 peptide binding to the PABP1 MLLE domain; 360,000 tested, 0.36% active; GST-MLLE / FITC-PAM2 fluorescence polarization; inhibition, % at 20 µM; in the data active means inhibition above about 35%, passing the limit was not always enough;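 further: plate controls were DMSO wells with GST-MLLE for no effect and wells lacking GST-MLLE protein for full effect; some results filed as inactive read as strong as hits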
DNMT1 inh = DNMT1 (human) enzyme inhibition; P26358; DNMT1 molecular beacon, Hinp1I cleavage, fluorescence; inhibition (reported as % activation of signal), % at 10 µM; 360,000 tested, 0.83% active; AID 588458; in the data active means inhibition above about 50%
NadD inh = inhibitors of Staphylococcus aureus NadD; purified NadD enzyme, colorimetric absorbance read-out; inhibition, % at 20 µM; 360,000 tested, 0.78% active; in the data active means inhibition above about 26%; further: some compounds past the cut are filed as inactive
STEP block = STEP (human) phosphatase inhibition. AID 588621. inhibition, % at 20 µM. recombinant STEP, OMFP fluorogenic substrate, fluorescence. 360,000 tested, 0.25% active;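 active means inhibition at 20 µM, scaled per plate between control wells, above about 37%, limit read from the data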;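 further: 0% = DMSO with enzyme and substrate and 100% = substrate only without enzyme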
Target sequence (P54829 whole entry, looked up): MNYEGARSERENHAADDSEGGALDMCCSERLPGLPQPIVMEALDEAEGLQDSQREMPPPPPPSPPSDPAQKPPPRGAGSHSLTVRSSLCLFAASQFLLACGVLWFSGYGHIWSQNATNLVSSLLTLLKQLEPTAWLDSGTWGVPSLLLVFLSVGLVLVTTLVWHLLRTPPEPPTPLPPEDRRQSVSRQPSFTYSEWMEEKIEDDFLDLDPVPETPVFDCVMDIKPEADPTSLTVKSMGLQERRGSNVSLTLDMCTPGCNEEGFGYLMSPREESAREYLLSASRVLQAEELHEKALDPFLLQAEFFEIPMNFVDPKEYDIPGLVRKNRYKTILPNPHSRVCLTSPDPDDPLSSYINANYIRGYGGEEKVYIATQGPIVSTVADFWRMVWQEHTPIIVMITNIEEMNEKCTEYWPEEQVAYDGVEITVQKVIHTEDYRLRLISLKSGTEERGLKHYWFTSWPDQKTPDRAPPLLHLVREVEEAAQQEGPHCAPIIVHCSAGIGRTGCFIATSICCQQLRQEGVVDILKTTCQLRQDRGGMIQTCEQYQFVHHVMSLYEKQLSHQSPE
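System: STEP phosphatase, cell-free reaction; Buffer or medium: Bis-Tris pH 6.0 buffer with DTT, detergent; Incubation: 20 min at room temperature, dark; Measured by: fluorescence, 480/540 nm.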
LMPTP block = LMPTP (human) inhibition | recombinant LMPTP-A, OMFP fluorogenic substrate, fluorescence intensity | inhibition, % at 20 µM | 360,000 tested, 0.22% active | AID 651560;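 active means compounds that cut the enzyme signal by at least half of the control window in the single-dose screen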;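 further: plate controls were DMSO wells with enzyme plus substrate for no effect and substrate without enzyme for full effect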
Target sequence (P24666 whole entry, looked up): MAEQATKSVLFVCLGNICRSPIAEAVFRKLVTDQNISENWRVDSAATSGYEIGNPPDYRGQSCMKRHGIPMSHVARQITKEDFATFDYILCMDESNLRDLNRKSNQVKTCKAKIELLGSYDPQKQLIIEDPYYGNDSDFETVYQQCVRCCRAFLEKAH
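Buffer or medium: Bis-Tris pH 6.0, DTT, detergent; Assay system: LMPTP-A enzyme; Quantity: 0.625 nM enzyme; Detection: endpoint fluorescence intensity; Times: 50 min dark incubation at room temperature; Controls: substrate-only low control, DMSO enzyme-plus-substrate high control; Doses: single 20 µM dose; Read-out: percent inhibition versus substrate-only and uninhibited controls; Reagent: 400 µM OMFP.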
SUMO1 PPI mod = modulators of human SUMO1-mediated protein-protein interactions | SUMO1 binding to a labelled peptide, TR-FRET, 1 h | 360,000 tested, 0.33% active | inhibition, % at 20 µM; in the data active means inhibition above about 37%
Target sequence (P63165 whole entry, looked up): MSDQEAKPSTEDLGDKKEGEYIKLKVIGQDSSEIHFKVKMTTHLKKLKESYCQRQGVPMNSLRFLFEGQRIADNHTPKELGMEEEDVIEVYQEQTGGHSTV
An asterisk follows results filed as active; i = inactive; . = not tested or not shown.

SMILES	Scp1 inh	Tb MetRS inh	Rpn11 block	CSN deneddyl inh	PABP1 MLLE inh	DNMT1 inh	NadD inh	STEP block	LMPTP block	SUMO1 PPI mod
N=C1SCC(=O)N1c1ncc(Cc2ccccc2Cl)s1	-4	-0.2	i	2	-5	-2	-1	-1	-0.1	0
CC(=O)NC12CC3CC(C1)CC(C(=O)N1CCN(S(=O)(=O)c4ccccc4C#N)CC1)(C3)C2	-9	-0.3	i	-6	-7	-1	0	-3	-11	-62
CC(NC(=O)CCl)c1ccc(Cl)c(Cl)c1 (stereo not drawn)	22	-0.1	i	4	5	8	-5	-4	-2.0	6
O=C(CSc1nc2ccccc2c(=O)[nH]1)N1CCCCC1	-3	-0.5	i	0	0	-2	-5	3	-1.9	6
O=C(Cc1ccc(Cl)c(Cl)c1)Nc1ccc(S(=O)(=O)Nc2ncccn2)cc1	-2	0.5	i	0	-14	-1	-3	-3	1.1	13
COc1ccc(N2C(=O)CCC2=O)cc1	-4	-0.2	i	12	16	-1	-5	0	-0.7	-2
CC(C)(C)CC(=O)NC(=S)NCc1ccccc1	-5	-0.1	i	11	20	-5	6	4	0.1	0
O=C(NCCc1csc(-c2ccccc2)n1)c1c(F)cccc1F	-9	-0.4	i	-4	2	-2	-3	3	-1.9	-10
CCOc1ccccc1C(=O)Nc1ccc(S(=O)(=O)N2CCN(C)CC2)cc1	-2	0.0	i	3	4	-1	4	4	0.4	6
Cc1ccc(S(=O)(=O)NC(=O)C2(C)CCN2C(=O)c2ccccc2)nc1 (stereo not drawn)	.	-0.2	i	-2	-1	3	2	-2	-0.8	0
CCN(CC)c1ccc(N)cc1S(=O)(=O)Nc1ccc(OC)cc1	-2	0.3	i	8	23	-2	-3	-1	1.1	1
Cc1ccc(C(=O)OCC(=O)NCCNC(=O)COC(=O)c2ccc(C)o2)o1	5	-0.6	i	-2	-10	0	0	-1	0.8	4
O=C(/C=C/c1ccc(N2CCCCC2)c([N+](=O)[O-])c1)c1ccc(O)cc1	-7	-0.5	i	3	6	-2	6	2	5.3	-6
CCCc1cc(=O)oc2cc(C)cc(OC(C)C(=O)NCC3CCC(C(=O)O)CC3)c12 (stereo not drawn)	1	-0.4	i	-3	-8	4	2	-2	-2.1	5
CCCNC(=O)c1ccc2c(=O)c(O)c(-c3cccc(Br)c3)[nH]c2c1	-4	-0.3	i	4	8	-7	-2	1	0.7	-19
CCN(CCCNC(=O)C1CCC(=O)N1Cc1ccc(F)cc1)c1cccc(C)c1 (stereo not drawn)	-15	-0.7	i	-3	-7	-2	-3	-2	-1.7	-2
CCn1c(SCC(=O)C(C)(C)C)nnc1-c1cccnc1	-4	-0.8	i	2	-17	-2	12	-1	-0.4	-2
Fc1ccc(Nc2ccc3ccccc3n2)c(F)c1	-8	-0.5	i	-2	-2	-2	-10	-1	1.6	4
Cc1ccc(-c2cc3nc(C)cc(N4CCN(C(=O)c5ccoc5)CC4)n3n2)cc1	.	-1.1	i	-1	-4	-1	6	2	-0.2	9
COc1cccc(NC(=O)c2ccc(CN3CCN(c4ccccc4)CC3)cc2)c1	-9	-0.1	i	-3	-4	-16	0	0	1.4	2
NS(=O)(=O)c1ccc(CCNC(=O)CSc2ncnc3ccccc23)cc1	6	-0.1	i	-2	26	1	1	3	-0.3	-2
CCN(CC)CCn1c(-c2ccc(C)cc2)nc(=S)c2c1CC(C)(C)OC2	-13	-0.1	i	9	-1	3	-2	4	-2.3	-3
Cc1ccc2c(c1)C1CN(C)CCC1N2C(=O)c1cccc(S(=O)(=O)N(C)C)c1 (stereo not drawn)	-11	0.3	i	-1	17	0	-9	-5	1.6	-2
COc1ccc(-c2nc(=S)c3c(n2Cc2cccnc2)CC(C)(C)OC3)cc1	-11	-0.1	i	0	21	-4	-6	3	-2.8	0
N#Cc1ccc(-c2ccccc2)nc1SCC(=O)c1cccc(Cl)c1	-13	-0.6	i	3	-17	-3	2	2	-0.7	0
CN(C)CCNC(=O)c1ccc(COc2ccc(Cl)cc2Cl)cc1	-2	9.7*	i	-1	4	3	-8	2	-5.7	3
CCCS(=O)(=O)c1c(S(=O)(=O)CCC)c2ccc(C(N)=O)cn2c1C(=O)c1ccc(OC)cc1	-7	-0.1	i	-1	-1	-3	2	-2	-1.8	-10
O=C(CCSc1nnc(-c2ccncc2)o1)Nc1ccc(Cl)cc1	6	5.1	i	2	-1	2	-2	4	-0.5	2
O=C(Nc1ccc(Cl)cc1)C1=Cc2ccccc2OC1	-21	-0.5	i	4	2	-5	-3	5	0.9	-16
COc1cccc(C(C)(O)c2nc(-c3ccc(S(C)(=O)=O)cc3)cs2)c1 (stereo not drawn)	.	0.3	i	-2	-25	-2	-3	-2	-0.2	5

Reformatted: results already given.
SMILES,Scp1 inh,Tb MetRS inh,Rpn11 block,CSN deneddyl inh,PABP1 MLLE inh,DNMT1 inh,NadD inh,STEP block,LMPTP block,SUMO1 PPI mod
CCN(CCCNC(=O)C1CCC(=O)N1Cc1ccc(F)cc1)c1cccc(C)c1 (stereo not drawn),-15,-0.7,i,-3,-7,-2,-3,-2,-1.7,-2
CCn1c(SCC(=O)C(C)(C)C)nnc1-c1cccnc1,-4,-0.8,i,2,-17,-2,12,-1,-0.4,-2
Fc1ccc(Nc2ccc3ccccc3n2)c(F)c1,-8,-0.5,i,-2,-2,-2,-10,-1,1.6,4
Cc1ccc(-c2cc3nc(C)cc(N4CCN(C(=O)c5ccoc5)CC4)n3n2)cc1,.,-1.1,i,-1,-4,-1,6,2,-0.2,9
COc1cccc(NC(=O)c2ccc(CN3CCN(c4ccccc4)CC3)cc2)c1,-9,-0.1,i,-3,-4,-16,0,0,1.4,2
NS(=O)(=O)c1ccc(CCNC(=O)CSc2ncnc3ccccc23)cc1,6,-0.1,i,-2,26,1,1,3,-0.3,-2
CCN(CC)CCn1c(-c2ccc(C)cc2)nc(=S)c2c1CC(C)(C)OC2,-13,-0.1,i,9,-1,3,-2,4,-2.3,-3
Cc1ccc2c(c1)C1CN(C)CCC1N2C(=O)c1cccc(S(=O)(=O)N(C)C)c1 (stereo not drawn),-11,0.3,i,-1,17,0,-9,-5,1.6,-2
COc1ccc(-c2nc(=S)c3c(n2Cc2cccnc2)CC(C)(C)OC3)cc1,-11,-0.1,i,0,21,-4,-6,3,-2.8,0
N#Cc1ccc(-c2ccccc2)nc1SCC(=O)c1cccc(Cl)c1,-13,-0.6,i,3,-17,-3,2,2,-0.7,0
CN(C)CCNC(=O)c1ccc(COc2ccc(Cl)cc2Cl)cc1,-2,9.7*,i,-1,4,3,-8,2,-5.7,3

Additional compounds:
SMILES	Scp1 inh	Tb MetRS inh	Rpn11 block	CSN deneddyl inh	PABP1 MLLE inh	DNMT1 inh	NadD inh	STEP block	LMPTP block	SUMO1 PPI mod
CCn1cc(C(=O)O)c(=O)c2cc(OC)ccc21	-12	-0.6	i	-2	0	1	5	2	-1.3	6
CCOC(=O)CN(C(=O)CNC(=O)c1ccco1)C(C(=O)NC1CCCCC1)c1cccs1 (stereo not drawn)	1	-0.5	i	-8	0	-2	0	4	-1.4	1
O=c1cc(-c2ccccc2Cl)oc2c(Br)ccc(O)c12	-11	-0.4	i	94	6	0	3	1	0.9	4
COc1ccc(NC(=O)COC(=O)Cc2cccs2)cc1Cl	.	0.5	i	-6	15	-9	-7	-2	0.9	0
O=C(NN=Cc1ccc2c(c1)OCO2)c1ccncc1	0	-0.3	i	2	8	7	-5	-3	-0.5	-16
O=[N+]([O-])c1ccc(CNc2cccc(Cl)c2)s1	-7	0.0	i	-3	3	-4	-1	0	-0.2	-32
CC(C)Sc1ccccc1C(=O)Nc1ccc2c(c1)n(C)c(=O)n2C	-7	-0.2	i	4	0	2	-5	1	-1.7	5
O=C(O)C(c1ccccc1)C(O)c1ccc2c(c1)OCO2 (stereo not drawn)	-10	0.3	i	2	4	5	0	1	-1.2	6
CN1CCN(C(=S)c2ccc([N+](=O)[O-])cc2)CC1	-7	-0.4	i	-3	33	-2	2	80*	0.9	-24
CC1(c2ccc3c(c2)OCO3)NC(=O)N(CC(=O)NCCC2=CCCCC2)C1=O (stereo not drawn)	0	-0.1	i	-1	-4	0	-3	2	-1.2	1
O=C(CN(C(=O)CNC(=O)c1ccco1)c1ccc(F)cc1)NC1CCCCC1	-1	-0.1	i	-1	-6	-3	4	0	-0.5	7
CC1=Nc2ccccc2N=C(NC(=O)CSc2nnnn2-c2ccccc2)C1c1ccccc1 (stereo not drawn)	-6	-1.3	i	-7	-56	-11	0	0	1.7	2
Cc1ccc(S(=O)(=O)N2CCCN(C(=O)c3ccc(-n4nccc4C)cc3)CC2)cc1	-7	-0.4	i	6	9	1	-3	-1	-0.6	-1
CCOCCn1ccc2c(OCC(=O)Nc3ccccc3F)cccc2c1=O	-6	-0.1	i	1	15	0	-4	-1	0.2	0
COc1ccc(N(C)C(=O)c2ccc(NC(=O)CCS(=O)(=O)c3cccs3)cc2)cc1	-7	1.3	i	0	7	-4	-4	-1	-0.5	-2
Cc1nc2ccc(NC(=O)c3nn(CC(C)C)c(=O)c4ccccc34)cc2s1	2	-0.2	i	3	-14	-11	-9	-2	1.1	4
COCC#Cc1ccc2c(c1)O[C@@H](CN(C)C(=O)Nc1ccc(OC)cc1)[C@H](C)CN([C@H](C)CO)S2(=O)=O	.	-1.1	i	3	1	4	-2	-3	-2.4	3
O=C(C1=C[C@H](c2ccccc2)C[C@H](OCCCCO)O1)N1CCN(Cc2ccccc2)CC1	-10	-0.2	i	1	12	1	0	-3	-1.6	6

Compound activity: PubChem, several laboratories
